MBD2 inh = inhibitors of MBD2 binding to methylated DNA, primary screen, biochemical, TR-FRET, DNA-binding domain, human | Methyl-CpG-binding domain protein 2 (Homo sapiens), Q9UBB5 | actives 0.31% (n = 370,000) | MBD2 binding to methylated oligonucleotide | inhibition, % at 4.4 µM; in the data active = inhibition above about 13%
TCR CD3 inh = inhibitors of human TCR-CD3 interaction, primary screen, biochemical, fluorescence, TAMRA-labeled TCR probe; T-cell receptor (TCR); inhibition, % at 9.4 µM; actives 0.37% (n = 360,000); AID 651800, 2012; in the data active = inhibition above about 19%;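 note: recombinant mutant TCR 2C K166C tagged with TAMRA read by polarization; 0% = receptor in buffer alone and 100% = receptor with positive control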
HTRA1 inhibitor = HTRA1 serine protease inhibitors, primary screen, biochemical, fluorescence polarization, HTS; recombinant HTRA1, FP-rhodamine activity-based probe; inhibition, % at 5.96 µM; actives 0.5% (n = 340,000); AID 504803, 2011; in the data active = inhibition above about 36%;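 note: 0% = enzyme with DMSO and 100% = wells lacking enzyme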
NR1D1 modulator = modulators of Rev-erb alpha DNA binding, primary screen, biochemical, FITC-DNA, fluorescence polarization, uHTS | Rev-erbα–FITC-DNA binding, 90 min | activity, % at 10 µM | actives 0.79% (n = 370,000);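 active = activity above about 14%, limit read from the data; passing the limit was not always enough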;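 note: 0% = DMSO wells with 35 nM protein and 100% = DMSO wells with 750 nM protein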
LEDGF integ inh = blockers of LEDGF/p75-dependent integrase strand transfer – biochemical, TR-FRET, high throughput, primary screen | HIV-1 integrase (with human LEDGF/p75) | TR-FRET IN-LEDGF/p75 DNA integration, Eu/Cy5 | inhibition, % at 3.7 µM | actives 0.64% (n = 370,000) | AID 743269, 2014;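 active = inhibition above the screen-wide mean plus 3 SD, cut at about 13% in these data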;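 note: signal is the Cy5 over europium emission ratio at 671 and 618 nm; 0% = plate median of compound wells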
UHRF1 binding = UHRF1 methylated DNA binding inhibitors, primary screen, counter-screen for MBD2 inhibitor project, biochemical, TR-FRET, human UHRF1, single concentration. inhibition, % at 4.4 µM. E3 ubiquitin-protein ligase UHRF1 (Homo sapiens), Q96T88. actives 0.75% (n = 370,000). UHRF1 binding to methylated oligo. AID 687016, 2013; in the data active = inhibition above about 21%;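 note: UHRF1 SRA domain binding a hemimethylated CpG hairpin DNA probe; 0% = median of test compound wells and 100% = reference inhibitor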
Target sequence (Q96T88 whole entry, looked up, the tested form may be a part): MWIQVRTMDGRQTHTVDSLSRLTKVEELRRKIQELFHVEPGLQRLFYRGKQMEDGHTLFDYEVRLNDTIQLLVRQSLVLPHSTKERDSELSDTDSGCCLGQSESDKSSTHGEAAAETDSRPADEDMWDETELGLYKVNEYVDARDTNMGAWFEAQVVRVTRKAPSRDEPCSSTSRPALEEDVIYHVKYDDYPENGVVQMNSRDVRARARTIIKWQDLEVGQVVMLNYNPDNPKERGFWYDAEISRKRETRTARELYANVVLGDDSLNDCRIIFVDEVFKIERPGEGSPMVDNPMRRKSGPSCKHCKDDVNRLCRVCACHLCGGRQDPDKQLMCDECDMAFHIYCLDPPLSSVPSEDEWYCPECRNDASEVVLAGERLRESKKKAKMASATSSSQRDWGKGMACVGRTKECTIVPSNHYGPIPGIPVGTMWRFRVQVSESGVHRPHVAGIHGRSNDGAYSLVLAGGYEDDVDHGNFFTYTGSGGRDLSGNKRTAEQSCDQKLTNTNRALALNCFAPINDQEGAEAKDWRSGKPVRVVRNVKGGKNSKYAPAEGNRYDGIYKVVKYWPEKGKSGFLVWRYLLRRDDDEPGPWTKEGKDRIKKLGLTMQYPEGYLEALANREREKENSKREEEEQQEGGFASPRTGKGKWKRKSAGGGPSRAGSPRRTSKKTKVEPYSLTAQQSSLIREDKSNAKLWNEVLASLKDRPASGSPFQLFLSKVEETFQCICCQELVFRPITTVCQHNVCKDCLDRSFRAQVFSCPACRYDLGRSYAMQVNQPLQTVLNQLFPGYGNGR
ABHD4 inh = ABHD4 inhibitors, primary screen, biochemical, fluorescence polarization, mouse | (Lyso)-N-acylphosphatidylethanolamine lipase (Mus musculus), Q8VD66 | purified mABHD4, FP-Rh probe fluorescence polarization | inhibition, % at 8.92 µM | actives 0.54% (n = 370,000) | AID 720543, 2013;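 active = inhibition exceeding the mean over every tested compound plus 3 SD, cut at about 30% in these data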;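 note: 0% = plate median of compound wells and 100% = S159A mutant with DMSO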
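Test system: mABHD4 protein | Buffer or medium: HEPES pH 7.0 buffer, 150 mM NaCl, 0.01% Pluronic F-127 | Probe or stimulus: FP-Rh fluorescent activity-based probe, added after compound pre-incubation | Timing: Pre-incubation 45 min, probe exposure 60 min, at 25 °C | Technique: Fluorescence polarization, excitation 525 nm, emission 598 nm, BODIPY TMR filters | Repeats: Single well per compound (singlicate)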
PG9 Ab binder = binders of HIV-1 gp120 antibody PG9, primary screen, biochemical, TR-FRET; TR-FRET gp120-PG9 antibody binding; actives 0.43% (n = 360,000); AID 624416, 2012; inhibition, % at 6.7 µM; HIV-1 gp120 / PG9 antibody interaction; in the data active = inhibition above about 8.5%
PRMT1 inh = PRMT1 methyltransferase inhibitors, primary screen, biochemical, fluorescence polarization; Protein arginine N-methyltransferase 1 (Homo sapiens), Q99873; recombinant PRMT1, activity-based probe fluorescence polarization; inhibition, % at 2.79 µM; actives 1.3% (n = 370,000);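 active = inhibition above about 21% made by adding two undisclosed values, limit read from the data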
rCAG binder = binders of r(CAG) RNA repeats, primary screen, biochemical, fluorescence; actives 1.3% (n = 370,000); inhibition, % at 3 µM; r(CAG) RNA repeat, TO-PRO-1 dye displacement fluorescence;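 active = inhibition above the plate cutoff, the mean of all test compounds on that plate plus 3 SD, cut at about 35% in these data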;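 note: 0% = DMSO alone and 100% = 100 µM mitoxantrone as full dye displacement; higher means more dye released from RNA so lower well fluorescence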
Starred values were filed as active, the others as inactive; · = not tested or not shown.

SMILES | MBD2 inh | TCR CD3 inh | HTRA1 inhibitor | NR1D1 modulator | LEDGF integ inh | UHRF1 binding | ABHD4 inh | PG9 Ab binder | PRMT1 inh | rCAG binder
O=C(COc1ccccc1)NCc1n[nH]c(=S)n1-c1ccccc1 | -3 | -3 | -13 | -5 | -1 | 0 | -1 | 2.0 | 6 | 0
CC(C)(C)NC(=O)C(=O)NNC(=O)c1cccc(Br)c1 | -1 | -4 | -1 | -4 | -2 | 4 | 3 | -2.3 | 2 | 1
CCOc1ccc(C(=O)NCC(c2ccco2)N2CCc3ccccc3C2)cc1 (stereo unspecified) | 5 | 5 | -12 | -3 | 1 | -3 | -4 | -0.2 | -7 | -6
CCOC(=O)N1N=C(c2ccccc2)CC1(O)C(C)(F)F (stereo unspecified) | 1 | -4 | -2 | -1 | 1 | 3 | 1 | 0.6 | 6 | -3
Cc1ccc(C(=O)NCC(=O)OCC(=O)c2ccc3c(c2)NC(=O)CO3)cc1 | 0 | -2 | -1 | 3 | 4 | 2 | -5 | 1.4 | 0 | -1
O=C(NCCCN1CCCCC1)C1CCN(S(=O)(=O)N2CCC3(CC2)OCCO3)CC1 | 0 | -7 | 0 | 1 | -4 | 3 | 7 | -2.2 | 0 | -2
O=C(O)c1oc2ccccc2c1CSCc1ccccc1 | -2 | 2 | -1 | -2 | -1 | -2 | 3 | -0.6 | -4 | 17
Cc1cccc(C)c1OCc1cc(C(=O)N(C)CCc2ccccn2)no1 | 1 | 2 | -1 | 0 | 0 | -3 | 0 | -1.0 | -1 | -6
COc1ccc(CNC(=O)[C@@H](NC(=O)C2CCN(C(=O)[C@@H](N)Cc3ccccc3)CC2)C(C)C)cc1 | -1 | 6 | -7 | -5 | 3 | -3 | -5 | -0.4 | -5 | -24
COC(=O)CSc1nc(C)cc(N2CCOCC2)n1 | -2 | -1 | 3 | -1 | -1 | 1 | 9 | 3.9 | 3 | -1
CCC(C)NCCOCCOc1ccc(Br)cc1 (stereo unspecified) | -5 | -3 | 2 | 1 | 1 | 0 | 11 | -0.1 | -1 | -3
O=C(Nc1ccc2c(c1)OCO2)N1CCN(c2ncccn2)CC1 | -3 | 1 | 6 | -8 | 3 | 0 | 2 | -1.8 | 0 | -6
Cc1cccc(NC(=O)CC2CCC2)c1 | 6 | -5 | -3 | -1 | -1 | 2 | 3 | 2.6 | 3 | -2
O=C(CSc1nc(-c2ccco2)cc(C(F)(F)F)n1)N1CCc2ccccc2C1 | 3 | -3 | -19 | 7 | 4 | 1 | 16 | 0.0 | 14 | 7
COc1cc(C(=O)OCC(=O)NC(=O)c2cccn2C)ccc1OC(F)F | 4 | 5 | 3 | -4 | 0 | -7 | 2 | 4.2 | -2 | 3
COc1cc2c3nnc(-c4ccc(F)cc4)c-3cn(Cc3ccc(F)cc3)c2cc1OC | -4 | -4 | -6 | 35* | 1 | 2 | 10 | 0.5 | 0 | 13
CC(C)(CO)NC(=O)Nc1ccc(Cl)c(Cl)c1 | 0 | 5 | -13 | 10 | -3 | -1 | -2 | -0.6 | 2 | 0
O=C(CN1CCN(c2ccc(Cl)cc2)CC1)Nc1cccc(F)c1 | -3 | 8 | -2 | 2 | 32* | -1 | 1 | 1.6 | -1 | -7
CC(/C=C1\SC(=O)N(CCCC(=O)O)C1=O)=C\c1ccccc1 | -3 | 1 | 3 | 7 | 1 | 3 | 5 | -3.4 | 2 | 10
CSCCC(NC(=O)c1ccco1)C(=O)N1CCCCCCC1 (stereo unspecified) | 2 | 2 | -5 | -2 | 4 | 1 | 5 | 0.0 | 0 | -4

Taken from the entries so far, nine compounds:
SMILES | MBD2 inh | TCR CD3 inh | HTRA1 inhibitor | NR1D1 modulator | LEDGF integ inh | UHRF1 binding | ABHD4 inh | PG9 Ab binder | PRMT1 inh | rCAG binder
O=C(Nc1ccc2c(c1)OCO2)N1CCN(c2ncccn2)CC1 | -3 | 1 | 6 | -8 | 3 | 0 | 2 | -1.8 | 0 | -6
Cc1cccc(NC(=O)CC2CCC2)c1 | 6 | -5 | -3 | -1 | -1 | 2 | 3 | 2.6 | 3 | -2
O=C(CSc1nc(-c2ccco2)cc(C(F)(F)F)n1)N1CCc2ccccc2C1 | 3 | -3 | -19 | 7 | 4 | 1 | 16 | 0.0 | 14 | 7
COc1cc(C(=O)OCC(=O)NC(=O)c2cccn2C)ccc1OC(F)F | 4 | 5 | 3 | -4 | 0 | -7 | 2 | 4.2 | -2 | 3
COc1cc2c3nnc(-c4ccc(F)cc4)c-3cn(Cc3ccc(F)cc3)c2cc1OC | -4 | -4 | -6 | 35* | 1 | 2 | 10 | 0.5 | 0 | 13
CC(C)(CO)NC(=O)Nc1ccc(Cl)c(Cl)c1 | 0 | 5 | -13 | 10 | -3 | -1 | -2 | -0.6 | 2 | 0
O=C(CN1CCN(c2ccc(Cl)cc2)CC1)Nc1cccc(F)c1 | -3 | 8 | -2 | 2 | 32* | -1 | 1 | 1.6 | -1 | -7
CC(/C=C1\SC(=O)N(CCCC(=O)O)C1=O)=C\c1ccccc1 | -3 | 1 | 3 | 7 | 1 | 3 | 5 | -3.4 | 2 | 10
CSCCC(NC(=O)c1ccco1)C(=O)N1CCCCCCC1 (stereo unspecified) | 2 | 2 | -5 | -2 | 4 | 1 | 5 | 0.0 | 0 | -4

(further entries)
SMILES | MBD2 inh | TCR CD3 inh | HTRA1 inhibitor | NR1D1 modulator | LEDGF integ inh | UHRF1 binding | ABHD4 inh | PG9 Ab binder | PRMT1 inh | rCAG binder
COc1ccc(Cn2nnnc2C(C(C)C)N2CCc3ccccc32)cc1 (stereo unspecified) | 2 | -2 | -24 | -4 | 3 | 1 | -3 | 1.5 | 1 | 1
O=C(CCC1COc2ccccc2O1)Nc1ccccn1 (stereo unspecified) | -1 | 0 | 7 | 0 | 1 | -1 | 8 | -2.4 | 1 | -1
O=C(N[C@@H](Cc1ccccc1)C(=O)NC1CCCCC1)c1ccco1 | -5 | 0 | 1 | 2 | 1 | 1 | 0 | -1.6 | 1 | 1
CCOC(=O)CSc1nnc(CNC(=O)c2ccc(OC)cc2OC)n1-c1ccc(OC)cc1 | -2 | 4 | 1 | -7 | 1 | -1 | 4 | -2.9 | -1 | -8
Cc1cc2c(cc1C)NC(CC(=O)NCc1ccccc1)C(=O)N2 (stereo unspecified) | -3 | 1 | -6 | -3 | 0 | 0 | -1 | -0.1 | 3 | 10
CN(Cc1ccccc1)c1ccc(S(=O)(=O)N2CCC(C(=O)O)CC2)cc1[N+](=O)[O-] | 0 | -6 | 3 | 1 | 4 | 0 | -33 | -1.0 | -2 | 23
CCOC(=O)C1(C)CCCN1C(=O)c1ccc(OC)cc1 (stereo unspecified) | 2 | 6 | · | -4 | 5 | 1 | -5 | -1.1 | -2 | 2
CC(C)CN1CC(=O)N2C(c3ccccc3)c3[nH]c4ccccc4c3C[C@H]2C1=O (stereo partly specified) | 1 | -3 | -10 | -1 | -6 | 2 | -5 | -0.1 | 0 | 1
Cc1cc(C)cc(NC(=O)C(=O)NCCc2c[nH]c3ccccc23)c1 | 4 | -7 | -14 | 4 | -4 | 8 | -29 | 1.5 | 7 | 3
O=C(CSc1nncn1-c1ccccc1)Nc1c(F)cccc1F | -1 | 1 | -1 | 2 | -8 | 5 | -3 | 1.1 | 1 | -1
COc1ccc(CNC(=O)Nc2nc(C(N)CCc3ccccc3)cs2)cc1 (stereo unspecified) | 8 | -6 | · | 1 | 2 | -1 | 11 | 0.2 | 4 | 17
COc1ccccc1N1CCN(C2CCCN(C(=O)c3cc(C(C)C)on3)C2)CC1 (stereo unspecified) | 2 | -7 | 1 | 0 | -1 | 0 | 11 | -0.1 | -4 | -1
N#CC1=C(N)OC2=C(C(=O)CCC2)C1c1ccsc1 (stereo unspecified) | 1 | 3 | -1 | 2 | 0 | 3 | 1 | -1.8 | 2 | 3
Cc1ccccc1S(=O)(=O)Cc1ccc(C(=O)NCCCN2CCCC(C)C2)o1 (stereo unspecified) | 1 | 3 | -2 | -2 | 4 | 1 | -2 | 0.7 | 4 | -4
Cc1ccc(C(=O)N2CCN(c3ccc(NC(=S)NC(=O)Cc4ccccc4)cc3)CC2)cc1 | 1 | 9 | -11 | -4 | -1 | 3 | 7 | -4.7 | -3 | 3
O=C(c1ccccc1)N1N=C(C(F)(F)F)CC1(O)c1ccccc1 (stereo unspecified) | -2 | -3 | -10 | -4 | -5 | -1 | -5 | 0.1 | 3 | 1
COc1ccc(Cl)cc1NC(=S)N1CCC(c2ccc(C)cc2)C1 (stereo unspecified) | 23* | 1 | -24 | -4 | -2 | -2 | -13 | 1.1 | 2 | 7
COc1ccc(CCN2C(=O)CCC2(C)c2nnnn2Cc2ccccc2)cc1OC (stereo unspecified) | 5 | -7 | · | 6 | -3 | 3 | 6 | 2.6 | 0 | -1
COc1ccc(NC(=O)c2ccccc2[N+](=O)[O-])cc1 | -5 | 12 | -2 | 3 | -2 | 0 | -8 | 0.8 | 0 | 2
C=CCN(C(=O)CCC(=O)Nc1cc(C)on1)C(C(=O)NC1CCCC1)c1cccnc1 (stereo unspecified) | 6 | -4 | 2 | 0 | 2 | 6 | -8 | 3.8 | 0 | -4
CN(C)c1ccc(C=C(C#N)C(=O)c2ccccc2)cc1Br | 1 | -6 | · | 5 | 4 | 2 | -34 | -0.6 | -2 | 7
Cc1cccc(N2CCN(C(=O)C(Cc3ccccc3)NC(N)=O)CC2)c1C (stereo unspecified) | -6 | -7 | -6 | 3 | -3 | -1 | 4 | 2.1 | 3 | -7
O=C1CCc2cc(NS(=O)(=O)c3cc(F)ccc3F)cc3c2N1CC3 | -10 | 1 | -7 | -5 | 5 | 7 | -5 | 0.9 | -4 | 4
CCCCC(CC)C(=O)NCC(C)NC(=O)C(CC)CCCC (stereo unspecified) | 2 | -5 | 2 | 3 | -2 | 3 | -4 | 1.3 | 1 | 0
CS(=O)(=O)NN1C(=O)c2ccccc2NC1c1cccc(O)c1 (stereo unspecified) | 1 | -2 | -1 | 1 | 0 | 2 | 3 | 0.4 | 3 | 6
CC(C)(C)c1ccc(OCC(=O)NNC(=O)C2CCCO2)cc1 (stereo unspecified) | 0 | 2 | 1 | -7 | -1 | 2 | 2 | -0.6 | 1 | 2
COc1ccc(CCNCc2ccccc2N2CCCC2)cc1 | 4 | 2 | 5 | 1 | 1 | 3 | 7 | 0.6 | -3 | 0
Cc1cccc(C)c1NC(=O)CNC(=O)c1ccc(S(=O)(=O)NCc2ccco2)cc1 | -1 | 1 | -2 | 1 | -2 | 2 | 4 | -0.1 | 6 | 7

This is a subset; the hit share may differ from the screen's.
